Screening data deposited in PubChem by several laboratories.
K1F lysis inhibition = inhibition of K1F phage lysis, E. coli UTI89, bacterial capsule biogenesis inhibitors, alamar blue (AID 488966); E. coli UTI89 K1F phage lysis, alamar blue, 2 h; higher % means a stronger effect; inhibition, % at 100 µM, or IC50 in µM where a hit was titrated; 0.02% of 340,000 active;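 active = phage lysis inhibition, versus mean bacterial control, above a set limit; inconclusive = no clear call, values can overlap the other calls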;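 note: capsule biogenesis inhibitors block K1F phage lysis so surviving cells raise fluorescence; higher fluorescence means more inhibition of phage lysis; actives were called in the ten point dose series up to 300 µM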
Yfh1-off respiration = enhancers of respiration in Yfh1-depleted yeast, dose response, Friedreich's ataxia, plus single-dose screen (AID 1465); fold induction at 50 µM; hits with a dose series show EC50 in µM; S. cerevisiae Yfh1-off respiration, WST-1 reduction, 72 h; higher fold induction means a stronger effect; 0.074% of 220,000 active;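 active = fold induction of absorbance versus untreated yeast above a set limit, then at least 30% activation at any dose in follow-up; inconclusive = repeats straddling the limit, or above it without dose testing; inactive = fold induction below the set limit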;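 note: activators that raise dye reduction in frataxin-depleted yeast; strong numbers were not always called active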
SV40 large T antigen = SV40 large T antigen inhibitors, biochemical (AID 1903). SV40 large T antigen ATPase/helicase inhibition assay; higher % means a stronger effect. inhibition, % at 20 µM; hits with a dose series show IC50 in µM. 0.39% of 310,000 active; in the data active = a potency from the dose series; inconclusive = inhibition mostly from about 32% at the one dose, without a potency; inactive = the rest, 99 in 100 with inhibition below about 32%; note: strong numbers were not always called active
RSV CPE inhibition = RSV antiviral activity via CPE protection, HEp-2 cells, primary 10 µM value included (AID 2391) | HEp-2 cells, RSV-induced CPE inhibition; higher % means a stronger effect | CPE inhibition, % at 10 µM, or IC50 in µM where a hit was titrated | 0.13% of 310,000 active; in the data active = a potency from the dose series; inconclusive = CPE inhibition mostly from about 23% at the one dose, without a potency; inactive = the rest, 99 in 100 with CPE inhibition below about 21%; note: strong numbers were not always called active
Dengue-2 NS5 capping = Dengue-2 NS5 methyltransferase inhibitors, primary screen, biochemical, confirmation dose response (AID 588689). 0.3% of 340,000 active. Dengue-2 NS5 methyltransferase capping enzyme assay, biochemical; higher % means a stronger effect. inhibition, % at 25 µM, or IC50 in µM where a hit was titrated. Genome polyprotein (Dengue virus type 2 (strain 16681-PDK53)); in the data active = a potency from the dose series; inconclusive = inhibition above about 29% without an active follow-up result
XIAP displacement = XIAP antagonists, biochemical, IAP family, fluorescence polarization (AID 1018) | XIAP BIR domain, fluorescence polarization peptide displacement; higher % means a stronger effect | displacement, % at 20 µM; hits with a dose series show IC50 in µM | 0.007% of 200,000 active; in the data active = displacement above about 50%; note: a part of the inactive calls stands beside numbers as strong as those of hits
CSM14.1 death rescue = rescue of cells from ER stress-induced death, primary screen, 384-well, CSM14.1, thapsigargin, ATP luminescence (AID 1222). CSM14.1 thapsigargin-induced death rescue, ATP luminescence; higher % means a stronger effect. one-dose cellular ATP content (survival), % at 20 µM; EC50 in µM for titrated hits. 190,000 tested, under 10 active;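 active = EC50 below 50 µM in the dose-response confirmation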;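 note: death triggered by thapsigargin at about 15 µM added after 2 h compound pretreatment; cell ATP read after overnight thapsigargin exposure of roughly 18 to 22 hours; normalized against plate controls of thapsigargin alone and 5% DMSO vehicle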
West Nile antiviral = West Nile virus antiviral activity, cell-based, CPE readout (AID 1621); 0.02% of 290,000 active; CPE inhibition, % at 10 µM, or IC50 in µM where a hit was titrated; West Nile virus-infected cells, CPE inhibition; higher % means a stronger effect; in the data active = a potency from the dose series; inconclusive = CPE inhibition mostly from about 3.7% at the one dose, without a potency; inactive = the rest, 99 in 100 with CPE inhibition below about 2.2%; note: strong numbers were not always called active
WT yeast gro inh = growth inhibition of WT strain, primary screen, mitochondrial fusion inhibitor project, WT and mutant strains, chemical genetic. mitochondrial fusion phenotypic screen. 2.1% of 190,000 active. inhibition, % at 10 µM. AID 1362, 2008; in the data active = inhibition above about 58%; tested in S. cerevisiae
WT yeast gro inh mutant strain = also measured in WT yeast gro inh; calls as there; inhibition, %; mitochondrial fusion phenotypic screen, mutant strain inhibition
The depositor's hits bear a star; i = inactive; ? = inconclusive; · = not tested or not shown; [ ] = another dose, or the depositor's remark. The order is random (roughly 2.2% active in at least one column).

SMILES	K1F lysis inhibition	Yfh1-off respiration	SV40 large T antigen	RSV CPE inhibition	Dengue-2 NS5 capping	XIAP displacement	CSM14.1 death rescue	West Nile antiviral	WT yeast gro inh	WT yeast gro inh mutant strain
C=CCNC(=S)Nc1ccc(OC)c(S(=O)(=O)N2CCOCC2)c1	-0.1%	i	5.7%	1.5%	-3.0%	0.5%	0.6%	0.3%	-11.5	-22.1
C=C(C)C(=O)N1CC2(CC(c3cccc(NC(=O)/C=C\C)c3)=NO2)C[C@H]1C(N)=O (stereo partly specified)	0.2%	i	5.7%	-0.4%	-7.9%	·	·	0.0%	·	·
O=C1CCCN1CCCNS(=O)(=O)c1cccc(F)c1	0.3%	i	5.5%	-0.1%	-9.9%	-5.0%	-1.0%	-0.2%	-6.8	20.2
COc1ccc(/C=C/C(=O)NCC(=O)N/N=C/c2cccnc2)cc1	-1.5%	i	8.5%	-1.3%	-3.0%	-2.5%	-2.3%	0.0%	-1.8	0.1
CCCNC(=O)NC(=O)COC(=O)c1oc2ccc(OCC)cc2c1C	0.0%	i	21.7%	2.5%	-4.1%	-4.0%	-0.3%	0.0%	2.1	5.3
CC(C)C(C(=O)C=[N+]=[N-])N1C(=O)c2ccccc2C1=O (stereo unspecified)	13.5%	i	6.4%	1.8%	-0.8%	-0.4%	2.3%	-0.2%	14.6	14.8
Cc1cccc(NC(=O)C2CCCN(S(=O)(=O)c3cccc4nsnc34)C2)n1 (stereo unspecified)	5.3%	i	19.5%	5.2%	-8.0%	-4.5%	-1.0%	-1.5%	3.1	0.4
Cc1cccc(C(=O)NCC(c2cccs2)N2CCOCC2)c1 (stereo unspecified)	0.3%[50 µM]	·	8.3%	0.3%	-2.2%	·	·	·	·	·
CSC1=C(C#N)C(c2ccc(C(C)C)cc2)CC(=O)N1 (stereo unspecified)	-1.2%	i	1.3%	0.9%	0.7%	-24.0%	1.6%	0.0%	16.6	5.2
CC1SC2(NC1=O)C1CC3CC(C1)CC2C3 (stereo unspecified)	-0.1%	i	1.7%	-0.2%	-4.8%	-3.0%	1.5%	1.2%	-5.3	-0.1
S=C(NCCCN1CCOCC1)Nc1ccc(Cl)cc1Cl	9.1%	i	13.5%	-0.9%	-4.4%	-3.2%	-1.4%	-0.3%	-6.9	11.7
COc1ccccc1NC(=O)c1sc(NC(=O)c2ccco2)c(C#N)c1C	0.1%	i	2.0%	2.0%	-4.2%	-16.6%	1.3%	-0.2%	13.5	11.9
Cc1ccc(NC(=O)CN(C)S(=O)(=O)c2cccs2)c(Br)c1	-0.4%	·	4.3%	5.0%	-9.8%	·	·	-0.8%	·	·
COc1ccc(/C=C(\C#N)C(=O)OCC(=O)Nc2ccc(-c3nc4ccc(C)cc4s3)cc2)cc1	0.2%	i	-2.5%	57.7%	3.7%	-8.2%	0.0%	-0.5%	-9.9	-2.6
CCN(C(=O)CSc1ncccc1C(=O)OC(C)C)c1cccc(C)c1	3.4%	i	10.2%	1.6%	-1.6%	2.5%	0.7%	0.3%	24.1	6.2

Continuation.
SMILES	K1F lysis inhibition	Yfh1-off respiration	SV40 large T antigen	RSV CPE inhibition	Dengue-2 NS5 capping	XIAP displacement	CSM14.1 death rescue	West Nile antiviral	WT yeast gro inh	WT yeast gro inh mutant strain
CC(C)c1nnc(NC(=O)Cc2ccccc2[N+](=O)[O-])s1	-1.3%	i	0.6%	2.8%	-4.3%	-4.5%	-0.5%	-0.7%	-10.1	-19.2
O=C1/C(=C/c2ccccc2[N+](=O)[O-])COc2ccccc21	0.1%	i	17.9%	-2.9%	17.9%	-1.2%	1.7%	-2.0%	0.9	-6.6
Cc1nc(SCCOc2ccccc2)[nH]c(=O)c1Cc1ccccc1	0.0%	i	1.4%	1.4%	·	-2.3%	2.6%	-0.3%	8.3	9.7
COc1cccc(CNC(=O)CCC2CCCN(C(=O)c3cc(C)[nH]n3)C2)c1 (stereo unspecified)	0.2%	i	·	1.5%	-3.1%	-2.1%	0.8%	-0.3%	-9.6	-0.7
O=C(O)CSC1CC(=O)N(c2ccc(Cl)cc2)C1=O (stereo unspecified)	-0.4%	i	12.8%	2.1%	-1.6%	-6.1%	0.1%	-0.1%	-3.9	-8.5
Cc1ccc2nc3c(cc(C(=O)NCc4ccco4)c(=N)n3C3CCCC3)c(=O)n2c1	-1.3%	·	10.0%	0.3%	-6.6%	·	·	3.2%	·	·
COCC(=O)N(Cc1cc2ccc(C)cc2[nH]c1=O)c1ccc(OC)cc1	-0.9%	i	9.8%	0.5%	-3.4%	-3.3%	3.2%	-0.2%	-4.3	0.3
CCc1c(-c2ccccc2)nc2sc3c(c2c1N)CCCC3	-1.6%	i	5.3%	4.6%	8.4%	·	·	-0.1%	·	·
COC(=O)[C@@]1(Cc2ccc(F)cc2)[C@H]2c3cc(C(=O)N(C)C)n(CCc4ccc(OC)c(Br)c4)c3C[C@H]2CN1C(=O)c1ccccc1	3.5%	·	13.7%	1.7%	0.0%	-5.7%	-0.2%	·	40.1	2.8
Clc1ccc(NCn2cncn2)nc1	0.8%	i	12.6%	0.2%	-2.7%	-1.9%	0.1%	0.0%	3.1	-9.1
C/C(=N/NC(=O)c1cccc(C)c1)c1c(O)cc(C)oc1=O	-0.1%	i	9.7%	1.4%	-7.2%	-0.2%	0.8%	0.6%	-14.4	-6.5
C/C(=N\NC(=O)c1nnn(-c2nonc2N)c1-c1cccs1)c1ccc(C)cc1	-0.4%	·	18.5%	9.4%	-10.1%	·	·	0.0%	·	·
CC1=C(C(=O)OCC2CCCO2)C(c2ccsc2)C2=C(CC(C)(C)CC2=O)N1 (stereo unspecified)	0.4%	i	-7.4%	0.1%	-1.6%	-4.5%	-0.5%	-0.7%	-1.4	-23.3
CC1CCN(CCNC(=O)c2ccc3c(=O)n(Cc4ccc(Cl)cc4)c(=S)[nH]c3c2)CC1	3.2%	·	14.5%	-3.8%	-7.2%	·	·	-1.3%	·	·
CC(C)(C)[C@H]1C=C(C(=O)N2CCOCC2)O[C@@H](OCCCCO)C1	-0.3%	i	7.5%	-0.9%	-6.0%	-6.7%	-2.3%	0.1%	-24.4	-5.8

(listing goes on)
SMILES	K1F lysis inhibition	Yfh1-off respiration	SV40 large T antigen	RSV CPE inhibition	Dengue-2 NS5 capping	XIAP displacement	CSM14.1 death rescue	West Nile antiviral	WT yeast gro inh	WT yeast gro inh mutant strain
CC(OC(=O)/C=C/c1cccc(C(F)(F)F)c1)C(=O)NC1CCCCC1C (stereo unspecified)	1.3%[50 µM]	·	9.6%	-0.9%	-0.7%	·	·	·	·	·
CN(C)CC(O)COC(c1ccc(Cl)cc1)c1ccc(Cl)cc1 (stereo unspecified)	3.9%	i	7.9%	-2.0%	-10.9%	-3.7%	-1.9%	-1.9%	30.1	10.5
Cc1nc2c(C)cccc2c2c1CCS2	1.1%	i	-1.6%	1.6%	4.7%	·	·	1.5%	·	·
CCSc1nnc(NC(=O)c2cccc(OCc3c(C)noc3C)c2)s1	-0.5%	i	8.9%	20.0%	-3.9%	-3.7%	-1.0%	-0.1%	8.0	-0.1
CC(=O)Nc1ccc(/C=N/NC(=O)c2cccc(S(=O)(=O)N3CCOCC3)c2)cc1	0.3%	i	8.6%	2.8%	-0.7%	-1.6%	-6.2%	-0.2%	-11.9	-18.6
COCCCNC(=O)c1ccccc1NS(C)(=O)=O	0.3%	i	2.9%	-0.2%	-0.7%	-3.6%	1.3%	0.1%	20.4	20.3
S=c1[nH]nc(Cc2c[nH]c3ccccc23)o1	4.9%	i	5.7%	0.8%	-6.2%	-13.9%	0.5%	-0.5%	-10.9	-9.3
CC(C)NC(=O)CC1Nc2c3ccccc3nc(=S)n2C1=O (stereo unspecified)	0.3%	i	9.5%	0.2%	-11.3%	-2.3%	-1.3%	0.7%	0.1	12.0
O=C(CSc1nc2ccccc2s1)c1cc2ccccc2o1	0.5%	i	0.2%	-0.9%	-8.2%	-11.8%	-0.9%	0.2%	15.6	-4.6
Cc1ccccc1C1NC(c2ccccc2C)C(C)C(=O)C1C (stereo unspecified)	0.1%	·	11.7%	2.7%	-1.3%	·	·	-0.8%	·	·
c1ccc2oc(-c3csc(NCC4CCCO4)n3)cc2c1 (stereo unspecified)	0.3%	i	4.8%	21.7%	0.7%	-0.9%	-1.9%	-0.7%	28.6	40.0
CCCn1c(=O)[nH]c(=O)c2c(C(=O)OCC)cc(-c3cccs3)nc21	-0.1%	i	13.1%	1.9%	-0.8%	-8.0%	-3.4%	0.6%	-16.0	10.0
Cc1c(C(=O)C(=O)N2CCN(Cc3ccc4c(c3)OCO4)CC2)c2ccccc2n1C	0.1%	·	5.0%	5.0%	-3.6%	·	·	-1.0%	·	·
COc1ccccc1N1CCN(Cc2cc(Br)c(O)c3ncccc23)CC1	-2.2%	i	6.3%	-1.9%	-3.4%	-6.1%	-0.5%	?	7.4	-2.7
CN1CCc2c(sc3c2C(=O)NC(c2ccc4c(c2)OCO4)N3)C1 (stereo unspecified)	0.4%	i	·	-1.0%	-0.7%	-5.0%	-2.9%	0.2%	·	·

(list continues)
SMILES	K1F lysis inhibition	Yfh1-off respiration	SV40 large T antigen	RSV CPE inhibition	Dengue-2 NS5 capping	XIAP displacement	CSM14.1 death rescue	West Nile antiviral	WT yeast gro inh	WT yeast gro inh mutant strain
Cc1ccc2c(c1)sc(=NC(=O)c1cccs1)n2C	0.6%	i	7.3%	18.6%	-15.5%	-7.9%	-1.5%	-1.0%	30.2	24.2
COc1ccccc1CNC(=O)Cn1cccc1C(=O)c1ccccc1	0.4%	·	1.8%	6.9%	2.6%	·	·	-0.9%	·	·
COc1cc(OC)cc(-n2nnnc2SCC(=O)Nc2ccc(C(C)=O)cc2)c1	2.7%	i	4.8%	2.5%	7.1%	-4.1%	-0.1%	0.2%	37.6	7.0
Cc1ccc(C(=O)COC(=O)c2cc(Cl)nc3ccccc23)cc1	0.2%	i	16.7%	0.4%	-2.3%	-8.1%	3.7%	0.2%	30.6	21.9
CC1CCCCN1C(=O)C1CCCN(S(=O)(=O)c2cccc3nsnc23)C1 (stereo unspecified)	-0.3%	·	9.5%	1.7%	-4.4%	·	·	-0.8%	·	·
CC1CCN(S(=O)(=O)c2ccc(C(=O)Nc3nnc(-c4ccncc4)o3)cc2)CC1	0.3%	i	3.5%	7.8%	-4.5%	-2.9%	-1.0%	-0.9%	8.4	10.2
CN(C)C(=O)Cn1c(SCC(=O)Nc2ccc3c(c2)OCO3)nc2ccccc21	-0.5%	i	3.1%	3.6%	4.2%	-2.8%	-1.9%	0.0%	-7.2	-0.9
